# Source: PubChem BioAssay
# TRPC6 act – mouse TRPC6 channel activation. Q61143. HEK293-TRPC6 membrane potential dye fluorescence; hits give high values. B-score at 10 µM. 0.13% of 310,000 active;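 active = B-score of the integrated fluorescence ratio above library mean plus 3 SD, and starting fluorescence ratio within library mean plus 5 SD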;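 note: higher score means more depolarization so channel activation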
# SKKanGAS inh – inhibitors of SKKanGAS S. pyogenes growth in kanamycin (SK-promoter or general growth effect). BacTiter-Glo, 6 h. inhibition, % at 7.5 µM. 1.3% of 300,000 active. AID 1662;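 active = mean replicate score, as percent of positive control median, at least 50; inconclusive = mean below 50 but one replicate at or above 50; inactive = mean and every replicate below 50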;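 note: strain carries kanamycin resistance gene driven by streptokinase promoter and grows in 40 µg/ml kanamycin; loss of luminescence reflects streptokinase promoter inhibition or plain growth inhibition; 0% = median of DMSO wells and 100% = positive control at its reference dose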
# MrgX1 allo act – human MrgX1 positive allosteric modulation, primary screen; Q96LB2; MrgX1-HEK293, Fluo-4 calcium flux, FDSS; hits give high values; B-score at 10 µM; 0.63% of 310,000 active; AID 588675;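 active = plate-corrected calcium response at least 3 library SD above typical, normal starting fluorescence, not activating the receptor alone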;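 note: compound read alongside a low EC10 to EC30 dose of BAM8-22 agonist; peak minus trough fluorescence over baseline measured at the second addition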
# Target sequence (Q96LB2 whole entry, looked up): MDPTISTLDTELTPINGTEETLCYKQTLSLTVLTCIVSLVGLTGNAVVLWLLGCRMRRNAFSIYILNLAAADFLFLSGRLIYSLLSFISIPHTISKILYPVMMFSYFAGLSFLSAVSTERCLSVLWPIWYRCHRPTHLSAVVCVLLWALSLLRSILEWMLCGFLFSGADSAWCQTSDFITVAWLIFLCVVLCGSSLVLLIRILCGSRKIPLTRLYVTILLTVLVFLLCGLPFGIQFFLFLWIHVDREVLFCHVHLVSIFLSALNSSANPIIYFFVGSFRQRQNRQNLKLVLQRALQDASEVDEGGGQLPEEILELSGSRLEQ
# MrgX1 ag – activates human MrgX1 receptor signaling; Q96LB2; MrgX1-HEK293 cells, Fluo-4 calcium fluorescence, agonist mode; hits give high values; B-score at 10 µM; 0.44% of 310,000 active;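 active = calcium response B-score plate-corrected fluorescence ratio at least 3 library SD, with starting fluorescence B-score inside 5 SD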
#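 times = overnight plating, then 30 min 37 °C plus 30 min room-temperature dye loading | assay system = stable human MrgX1 HEK293 cell line | input = fifteen thousand cells per well | signal = kinetic calcium dye fluorescence, Fluo-4 NW | dosing = compound delivered in addition one of three | read-out = B-scored fluorescence response ratio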
# MrgX1 antag – blocks BAM8-22 activation of human MrgX1 receptor. Q96LB2. B-score at 10 µM. MRGX1-HEK293 calcium flux, Fluo-4, BAM8-22 antagonism; hits give low values. 1.3% of 310,000 active. AID 588676;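 active = calcium-response B-score plate-corrected more than 3 library SD below zero, starting fluorescence within 5 deviations, no agonist response on first addition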;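 note: peak minus trough fluorescence over baseline after final BAM8-22 challenge near maximal dose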
# TMEM16A inh – inhibitors of mouse TMEM16A calcium-activated chloride channel | Q8BHY3 | HEK293 TMEM16A/YFP iodide influx fluorescence, ionomycin | normalized B-score (activity score, 25-100; higher = stronger inhibition) at 10 µM | 1.2% of 310,000 active | AID 588511;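 active = ratio plate-corrected score three or more library SD toward inhibition, starting fluorescence score within five deviations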;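 note: score derived from kinetic fluorescence span divided by baseline fluorescence per well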
# RGS4 act – RGS4 potentiation or activation. 0.92% of 310,000 active. B-score at 10 µM. AID 463111. HEK293 M3R/inducible RGS4, carbachol calcium flux Fluo4; hits give low values;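 active = B-score of the integrated calcium signal more than 4 SD below the library mean, with starting fluorescence not abnormally high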;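 note: negative B-score means reduced calcium response which marks RGS4 activation or potentiation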
#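 test system = M3R-expressing HEK293 line, RGS4 induced by doxycycline | probe or stimulus = carbachol at ECmax as muscarinic agonist stimulus | timing = dye loading 30 min 37 °C, buffer rest 30 min RT | signal = calcium dye Fluo4 fluorescence | evaluation = B score from integrated fluorescence ratio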
# HDAC3 inhib – human HDAC3 inhibition. 0.15% of 320,000 active. inhibition, % at 8.3 µM. recombinant HDAC3, fluorogenic peptide/trypsin coupled, fluorescence. O15379; in the data active = inhibition above about 26%, passing the limit was not always enough; inconclusive = no clear call, values can overlap the other calls
# Target sequence (O15379 whole entry, looked up): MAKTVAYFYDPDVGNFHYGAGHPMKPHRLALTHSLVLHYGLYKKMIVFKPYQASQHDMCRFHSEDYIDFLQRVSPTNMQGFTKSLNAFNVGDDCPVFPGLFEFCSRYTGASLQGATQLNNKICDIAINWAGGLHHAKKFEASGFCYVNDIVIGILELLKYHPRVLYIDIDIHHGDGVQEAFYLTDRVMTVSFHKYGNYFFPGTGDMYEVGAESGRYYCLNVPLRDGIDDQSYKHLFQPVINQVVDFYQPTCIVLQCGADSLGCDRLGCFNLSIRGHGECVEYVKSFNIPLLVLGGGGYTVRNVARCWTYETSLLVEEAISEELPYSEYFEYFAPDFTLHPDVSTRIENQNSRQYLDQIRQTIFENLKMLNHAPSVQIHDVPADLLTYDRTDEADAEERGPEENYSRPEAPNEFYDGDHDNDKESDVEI
# TRPC6 inh – mouse TRPC6 channel inhibition; Q61143; HEK293-TRPC6, membrane potential dye, ACh-evoked depolarization; hits give low values; B-score at 10 µM; 1.1% of 310,000 active;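 active = B-score under library mean minus 3 SD, initial fluorescence not abnormally high, positive integrated signal ratio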;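 note: B-score derived from integrated fluorescence ratio over the kinetic read; more negative B-score means stronger inhibition of depolarization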
# RGS4 block – human RGS4 inhibition | 0.45% of 310,000 active | P49798 | B-score at 10 µM | HEK293 M3R/RGS4 inducible, Fluo-4 calcium flux; hits give high values; triggered by carbachol at its EC20;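 active = B-score, a plate-corrected calcium signal, over three deviations above library mean, with baseline fluorescence within five deviations of library mean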;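 note: RGS4 expression induced by doxycycline in cells with stable M3 receptor; B-score is computed from the integrated fluorescence ratio over baseline after carbachol; higher B-score means a larger calcium signal and so more RGS4 inhibition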
# Target sequence (P49798 whole entry, looked up): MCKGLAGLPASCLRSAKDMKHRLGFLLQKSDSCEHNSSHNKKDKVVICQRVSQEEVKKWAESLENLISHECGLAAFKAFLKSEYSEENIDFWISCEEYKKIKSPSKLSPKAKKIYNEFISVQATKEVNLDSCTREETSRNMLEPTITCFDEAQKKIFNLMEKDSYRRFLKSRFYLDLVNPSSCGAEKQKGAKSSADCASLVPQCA
# TMEM16A act – mouse TMEM16A channel activation, primary screen; HEK293 TMEM16A/YFP-H148Q/I152L, iodide quench fluorescence; hits give low values; B-score at 10 µM; 0.3% of 340,000 active; AID 623877;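 active = fluorescence-ratio B-score plate-corrected deviation score at least 3 library SD below zero, with starting fluorescence score within 5 deviations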;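 note: channel opened by trigger with iodide after compound preincubation; score built on the fluorescence ratio of max minus min over baseline; more negative score means more quench and so TMEM16A activation or potentiation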
# The depositor's hits bear a star; i = inactive; ? = inconclusive; · = no result given.
canonical_smiles,TRPC6 inh,TMEM16A act,TMEM16A inh,TRPC6 act,SKKanGAS inh,HDAC3 inhib,MrgX1 allo act,MrgX1 ag,MrgX1 antag,RGS4 act,RGS4 block
COc1ccccc1C(=O)NNC(=O)c1ccccc1,i,i,i,i,-2.5,-0.5,i,i,i,i,i
Cc1cc(C)c(C#N)c(N2CCN(Cc3ccccc3)CC2)n1,i,i,i,i,-15.7,·,i,i,i,i,i
CCN1CCN(CCCNC(=O)c2ccc3c(c2)NC(=O)c2ccccc2S3)CC1,i,i,i,i,0.8,-4.3,i,i,i,i,i
CON1C(=O)C(=O)N(OC)C(C)(C)C1(C)C,i,i,i,i,4.5,-6.4,i,i,i,i,i
O=C(CC(=O)c1ccccc1)Nc1ccccc1,i,i,i,i,6.6,-3.0,i,i,i,i,i
CN(C)c1cc(NC(=O)CNC(C)(C)C)c2ccccc2n1,-9.17*,i,i,i,-2.7,0.3,i,i,i,i,i
Cn1c(=O)[nH]c(=O)c2c1nc(CN1CCOCC1)n2Cc1ccc(F)cc1,·,i,i,·,·,5.9,i,i,i,·,·
N#CC1=C(N)Oc2cc(O)c(Cl)cc2C1c1ccccc1F (stereo not drawn),i,i,i,i,17.9,8.8,i,i,i,i,i
CCO/N=C/C1=C(O)C(C(=O)OC)C(C)(C)CC1=O (stereo not drawn),i,i,i,i,13.0,1.4,i,i,i,i,i
COc1cc(CNc2ncn[nH]2)ccc1OCC(=O)NC(C)(C)C,i,i,i,i,4.0,3.8,i,i,i,i,i
COc1cc2c(cc1OC)CN(C(=O)CNC(=O)c1ccc(OC(F)F)cc1)CC2,i,i,i,i,-0.2,3.9,i,i,i,i,i
COc1ccccc1CNC(=O)CSc1nc(C)cs1,i,i,i,i,8.7,?,i,i,i,i,i
CC(=O)NC(CCS(C)(=O)=O)C(=O)Nc1nc(C)cs1 (stereo not drawn),i,i,i,i,1.3,-2.7,i,i,i,i,i
CCc1c(C)nc2nc(SCc3ccccc3)[nH]n2c1=O,i,i,i,i,2.1,1.1,i,i,i,i,i
Cc1ccccc1-c1nnn(CC(=O)N(C)CC(=O)Nc2ccccc2C(F)(F)F)n1,i,i,i,i,-3.4,7.5,i,i,i,i,i
COC(=O)c1[nH]c(C)c(/C(O)=C2\C(=O)C(=O)N(CCN(C)C)C2c2ccc(C)o2)c1C (stereo not drawn),i,i,i,i,-4.5,5.7,i,i,i,i,i
O=C(NCCN1CCOCC1)/C(=C\c1ccc(F)cc1)NC(=O)c1ccccc1,i,i,i,i,-1.5,3.7,i,i,i,i,i
O=c1cc(N2CCN(c3ccccc3)CC2)[nH]c(=O)n1-c1ccccc1,i,i,i,i,-1.7,1.9,i,i,i,i,i
N#Cc1ccccc1S(=O)(=O)N1CCN(C(=O)CN2C(=O)NC3(CCCC3)C2=O)CC1,i,i,i,i,-2.3,-4.5,i,i,i,i,i
COc1ccccc1-c1cc(C(F)(F)F)nc(S(=O)(=O)CCCC(=O)NC(C)C)n1,i,i,i,i,7.2,-9.2,i,i,i,i,i
O=C(Nc1cccnc1)C1(F)C(F)(F)C(F)(F)C(F)(F)C(F)(F)C1(F)F,·,i,i,·,-6.6,15.0,i,i,i,·,·
Cc1nonc1CN(C)C(=O)CC1C(=O)NCCN1Cc1c(F)cccc1Cl (stereo not drawn),i,i,i,i,-5.6,-4.2,i,i,i,i,i
Cc1nc2ccccc2n1CC(O)COc1ccc(Br)cc1 (stereo not drawn),i,i,25*,i,-2.2,4.3,i,i,i,i,i
COc1ccc(-n2c(=S)[nH]c3cc(C(=O)Nc4ccccc4OC)ccc3c2=O)c(OC)c1,i,i,i,i,8.3,0.1,i,i,i,i,i
COc1ccccc1-c1nnn(C/C(N)=N/O)n1,i,i,i,i,-4.3,-16.0,i,i,i,i,i
CC1CN(c2nc(Nc3ccccc3F)nc(N)c2[N+](=O)[O-])CC(C)O1 (stereo not drawn),i,i,i,i,5.1,3.5,i,i,i,i,i
O=C(Nc1cccc(Cl)c1)c1ccc(NCCCN2CCOCC2)c([N+](=O)[O-])c1,i,i,i,i,-10.3,4.6,i,i,i,i,i
CSc1ccccc1OCc1cc(C(=O)N(C)Cc2cnccn2)no1,i,i,i,i,0.1,1.2,i,i,i,i,i
CN1CCC2(CC1)N=C(c1ccc(F)cc1)C(=S)N2C(=O)c1ccc(C(C)(C)C)cc1,i,i,i,i,10.2,6.5,i,i,i,i,i
CN(CC(=O)O)S(=O)(=O)c1ccc2c(c1)n(C)c(=O)c(=O)n2C,i,i,i,i,16.2,4.7,i,i,i,i,i
CN(C)S(=O)(=O)c1cccc(NC(=S)Nc2cc(Cl)cc(Cl)c2)c1,i,i,100*,i,6.3,3.5,i,i,i,i,i
CC(C)(C)NC(=O)C(=O)NNC(=O)COc1ccccc1,i,i,i,i,6.8,-4.4,i,i,i,i,i
COc1ccc(Cn2ccnc2SCC(=O)NC2CCCC2)cc1,i,i,i,i,2.0,·,i,i,i,i,i
CCC(C)c1ccccc1OCCCN(C)Cc1ccccc1 (stereo not drawn),i,i,i,i,33.0,4.9,i,i,i,i,i
c1ccc2c(c1)c1ccccc1n1c(-c3ccc4c(c3)OCO4)nnc21,i,i,i,i,26.2,-5.4,i,i,i,i,i
O=C(NC1CCCCC1)c1cc2cc(Br)ccc2o1,i,i,i,i,-2.3,0.0,i,i,i,i,i
CC1([N+](=O)[O-])COC2(OC1)C(=O)Nc1ccccc12 (stereo not drawn),i,·,i,i,0.2,2.2,i,i,i,i,i
Cc1cc2cc(CNC(=O)c3ccc(C)c([N+](=O)[O-])c3)ccc2[nH]1,i,i,i,i,4.0,1.1,i,i,i,i,i
CN(C)CCCNC(=O)c1ccc(Oc2ccccc2)cc1,i,i,i,i,-2.9,0.0,i,i,i,i,i
C#CCOCCOCCOCCNc1nc(N2CCN(C(=O)[C@H](CCC(=O)O)n3cc(C(N)CO)nn3)CC2)nc(N2CCN(C(=O)[C@H](Cc3ccc(O)cc3)n3cc(C(N)CC(C)C)nn3)CC2)n1 (stereo partly drawn),i,·,i,i,0.2,-3.7,i,i,i,i,i
CCC(=O)c1cc(F)c(N2CCN(S(=O)(=O)c3ccccc3)CC2)cc1C,i,i,i,i,-4.1,4.8,i,i,i,i,i
Cc1nc(N2CCC(C(N)=O)CC2)c2c(-c3cccs3)csc2n1,i,i,i,i,·,3.0,i,i,i,i,i
O=C(/C=C/c1ccc(OCc2c(F)cccc2Cl)cc1)N1CCOCC1,i,i,i,i,3.4,1.6,i,i,i,i,i
COc1ccc(CNC(=O)CNC(=O)c2sc3ccccc3c2Cl)cc1OC,i,i,i,i,-3.7,-2.2,i,i,i,i,i
COc1ccc(NC(=O)c2ccc3ccccc3n2)cc1S(=O)(=O)N1CCCCC1,i,i,i,i,10.6,8.0,i,i,i,-8.62*,i
CC(C)COC(=O)NCCOC(=O)Nc1cccc(Cl)c1,i,i,i,i,-2.2,8.5,i,i,i,i,i
CC(C)Oc1cccc(C(=O)C2CCCN(Cc3cccn3-c3ccccn3)C2)c1 (stereo not drawn),i,i,i,i,-2.8,-5.2,i,i,i,i,i
CCCCNC(=O)NNC(=O)c1cc(C)on1,i,i,i,i,0.9,-5.0,i,i,i,i,i
CC(C)CCNC(=S)Nc1ccc2nc3n(c(=O)c2c1)CCCCC3,-5.17*,i,i,i,-5.9,-1.0,i,i,i,i,i
O=C(NCc1ccc2c(c1)OCO2)c1ccc(NC(=O)C2CCCO2)cc1 (stereo not drawn),i,i,i,i,-7.0,3.4,i,i,i,i,i
CCOC(=O)c1nc(-c2ccccc2)oc1N(C)C,i,i,i,i,-11.2,-90.0,i,i,i,i,i
Cc1[nH]c2ccccc2c1CCNC(=O)c1ccc2c(c1[N+](=O)[O-])C(=O)c1ccccc1C2=O,i,i,i,i,31.7,-0.4,i,i,i,i,i
CCN(CC)S(=O)(=O)c1cccc(C(=O)N/N=C/c2ccc(N3CCOCC3)cc2)c1,i,i,i,i,-1.5,-10.3,i,i,i,i,i
C[C@H](NC(=O)Nc1cccc(Br)c1)C(=O)O,i,i,i,i,-6.1,·,i,i,i,i,i
CN(C)CC#CCC(O)(c1ccccc1)c1ccccc1,i,i,i,i,28.3,1.9,i,i,i,i,i
CCOc1cc(/C=N/NC(N)=O)ccc1OCC(=O)Nc1ccc(C)c(C)c1,i,i,i,i,-15.5,9.6,i,i,i,i,i
CCOC(=O)C1Nc2c(F)cc(C)cc2C2C=CCC12 (stereo not drawn),i,·,i,i,15.1,2.1,i,i,i,i,i
FC(F)(F)c1nnc2c3ccccc3c(Cl)nn12,i,i,i,i,-1.1,-1.8,i,i,i,i,i
O=C(c1ccc(OCC2CCCO2)cc1)N1CCc2ccccc2C1 (stereo not drawn),i,i,i,i,-5.6,-4.9,i,i,i,i,i
Cc1ccccc1OCC(=O)NN1CCN(C)CC1,i,i,i,i,-9.1,·,i,i,i,i,i

# (next part)
canonical_smiles,TRPC6 inh,TMEM16A act,TMEM16A inh,TRPC6 act,SKKanGAS inh,HDAC3 inhib,MrgX1 allo act,MrgX1 ag,MrgX1 antag,RGS4 act,RGS4 block
CC(O)[C@H]1CNC(=O)C(=O)N1CC(C)(C)C (stereo partly drawn),i,i,i,i,-1.4,-6.1,i,i,i,i,i
CN(Cc1ccsc1)C(=O)Cn1cc(Br)ccc1=O,i,i,i,i,-2.8,-1.9,i,i,i,i,i
O=C1Nc2ccccc2C12OCCS2 (stereo not drawn),i,·,i,i,-2.0,-4.0,i,i,i,i,i
CN(C)c1ncccc1-c1nc2ccccc2s1,i,i,i,i,0.5,-21.6,i,i,i,i,i
Cc1cc(CN2CCOCC2)c(O)c(C2(C)CCCCC2)c1,i,i,i,i,13.3,-2.0,i,i,i,i,i
CN(C)C(=S)Nc1cccc(C(F)(F)F)c1,i,i,i,i,-6.9,2.0,i,i,i,i,i
CC(C)CC(=O)Nc1ccc(N2CCN(S(C)(=O)=O)CC2)cc1,i,i,i,i,-0.1,-2.8,i,i,i,i,i
COc1cccc(C(=O)Nc2ccc(NC(=O)c3ccco3)cn2)c1,i,i,i,i,5.7,5.6,i,i,i,i,i
COc1ccccc1CCN1C(=S)NC(C)(C)CC1(C)O (stereo not drawn),i,i,i,i,4.4,-8.6,i,i,i,i,i

# Outcome played no part in choosing rows; 6.7% or so of the library scored in one or more.
